Source: PubChem
CASP6 VEID inh = caspase-6 (human) enzyme inhibition; purified caspase-6, Z-VEID-R110 cleavage fluorescence; AID 686996; inhibition, % at 12.5 µM; P55212; actives 0.53% (n = 350,000);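 active = mean inhibition across replicates at least about 35%, with every replicate also reaching that limit, limit read from the data; inconclusive = only one of the two criteria met; inactive = neither criterion met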;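 note: 0% = median of neutral control wells and 100% = no fluorescence left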
Target sequence (P55212 24-179 limits assumed): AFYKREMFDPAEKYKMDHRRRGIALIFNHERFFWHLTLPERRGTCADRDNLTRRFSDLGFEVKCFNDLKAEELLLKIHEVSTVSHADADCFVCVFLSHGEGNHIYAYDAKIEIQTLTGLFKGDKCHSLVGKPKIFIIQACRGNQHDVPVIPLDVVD
Target sequence (P55212 194-293 limits assumed): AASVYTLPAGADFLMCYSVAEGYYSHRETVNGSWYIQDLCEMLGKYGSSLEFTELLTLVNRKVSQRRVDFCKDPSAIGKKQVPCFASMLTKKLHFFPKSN
PAX8 reporter = inhibitors of PAX8 transcriptional activity in RMG-I cells | AID 652154 | RMG-I TPO-luciferase reporter, SteadyGlo, 24 h | actives 1.2% (n = 360,000) | inhibition, % at 12.6 µM;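 active = mean replicate inhibition at least 60% with every replicate also reaching 60%; inconclusive = only one of the two criteria is met; inactive = mean below 60% and not all replicates reaching 60%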;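 note: luciferase light reporting Pax8 driven TPO promoter activity; plate controls were median of neutral control wells for no effect and mitoxantrone controls for full effect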
EWS-Fli inh = blocks EWS/Fli oncoprotein-driven transcription. A673 NR0B1-luciferase reporter, viability-normalised. inhibition, % at 12.6 µM. actives 0.67% (n = 350,000);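 active = mean inhibition of at least 50% after viability correction, with every replicate also passing that limit; inconclusive = mean reaches 50% but only one of two replicates passes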;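 note: firefly luciferase signal divided by Alamar Blue viability fluorescence both relative to DMSO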
SIRT5 inh = sirtuin-5 (human) deacylase inhibition; Purified SirT5, succinyl-peptide AMC, trypsin-coupled fluorescence; inhibition, % at 15 µM; actives 1.1% (n = 330,000); in the data active = inhibition above about 15%; inconclusive = no clear call, values can overlap the other calls
Target sequence (Q9NXA8 whole entry, looked up): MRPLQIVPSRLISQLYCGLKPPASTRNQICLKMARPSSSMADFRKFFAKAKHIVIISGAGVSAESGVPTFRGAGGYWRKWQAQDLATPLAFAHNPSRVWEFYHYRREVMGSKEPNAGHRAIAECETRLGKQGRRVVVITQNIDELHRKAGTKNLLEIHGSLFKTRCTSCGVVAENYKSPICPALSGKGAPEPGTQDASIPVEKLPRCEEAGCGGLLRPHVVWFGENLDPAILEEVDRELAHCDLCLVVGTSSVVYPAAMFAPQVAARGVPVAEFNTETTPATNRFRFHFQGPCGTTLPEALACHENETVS
LGR2 inh = Drosophila LGR2 receptor signaling inhibition. HEK293 LGR2, CRE-luciferase, bursicon-stimulated, 4 h. inhibition, % at 9.99 µM. actives 0.35% (n = 380,000). AID 720647;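 active = drop in luminescence signal, shown as inhibition above about 50% in the replicate tests, limit read from the data, passing the limit was not always enough; inconclusive = probably only some replicates passing the limit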;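 note: agonist challenge used bursicon conditioned medium at about half maximal strength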
ARNT-TACC3 inh = disruptors of human ARNT/TACC3 interaction; Q9Y6A5; AlphaScreen His-ARNT PAS-B/GST-TACC3 binding, luminescence; TACC3 fragment carries E629A point mutation; inhibition, % at 9.99 µM; actives 0.66% (n = 390,000);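 active = mean inhibition of replicates at least 50% and at least half of replicates each reaching 50%; inconclusive = half or more replicates reach 50% but mean below 50%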;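 note: 0% = complete ARNT plus TACC3 wells and 100% = ARNT alone without TACC3; many hits fall short of the cut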
DENV2 CPE rescue = protects cells from dengue virus 2 cytopathic effect; actives 1.7% (n = 350,000); CPE inhibition, % at 9.99 µM; AID 651640; DENV2-infected cells, cytopathic effect rescue, plate reader; in the data active = CPE inhibition above about 20%, passing the limit was not always enough; inconclusive = no clear call, values can overlap the other calls; tested in BHK-21 cells;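 note: 0% = median of neutral control wells and 100% = median of positive control wells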
An asterisk follows results filed as active.

Preview:
For CC(=O)N(C)C[C@@H]1Oc2ncc(-c3ccc(C)cc3)cc2C(=O)N([C@H](C)CO)C[C@H]1C the results were CASP6 VEID inh 1, EWS-Fli inh -2, SIRT5 inh -9, LGR2 inh -17, ARNT-TACC3 inh -7 and DENV2 CPE rescue 10.
For COc1ccc(Cl)cc1NC(=O)C1CCN(S(C)(=O)=O)CC1 the results were CASP6 VEID inh 3, PAX8 reporter 17, EWS-Fli inh 11, SIRT5 inh 1, LGR2 inh 7, ARNT-TACC3 inh 1 and DENV2 CPE rescue -1.

The whole of this part, repeating the preview:
For CC(=O)N(C)C[C@@H]1Oc2ncc(-c3ccc(C)cc3)cc2C(=O)N([C@H](C)CO)C[C@H]1C the results were CASP6 VEID inh 1, EWS-Fli inh -2, SIRT5 inh -9, LGR2 inh -17, ARNT-TACC3 inh -7 and DENV2 CPE rescue 10.
For COc1ccc(Cl)cc1NC(=O)C1CCN(S(C)(=O)=O)CC1 the results were CASP6 VEID inh 3, PAX8 reporter 17, EWS-Fli inh 11, SIRT5 inh 1, LGR2 inh 7, ARNT-TACC3 inh 1 and DENV2 CPE rescue -1.
COc1ccc(C#Cc2ccc([C@H]3[C@@H](CO)N4C(=O)CN(C(=O)NC(C)C)C[C@@H]34)cc2)cc1 was read as CASP6 VEID inh 1, PAX8 reporter -51, EWS-Fli inh -7, SIRT5 inh -1, LGR2 inh -4 and DENV2 CPE rescue 0.
`Cc1noc(C)c1S(=O)(=O)Nc1cccc2c1O[C@@H](CN(C)Cc1ccc(C(=O)Nc3ccccc3N)cc1)[C@@H](C)CN([C@H](C)CO)C2=O` gave CASP6 VEID inh 1, PAX8 reporter 6, EWS-Fli inh 12, SIRT5 inh -1, LGR2 inh -2 and DENV2 CPE rescue -1.
O=C(C[C@@H]1CC[C@@H]2[C@H](COC[C@@H](O)CN2C(=O)c2ccc3c(c2)OCO3)O1)NC1CCCC1 was read as CASP6 VEID inh 1, PAX8 reporter 11, EWS-Fli inh 4, SIRT5 inh 10, LGR2 inh -12, ARNT-TACC3 inh -2 and DENV2 CPE rescue -2.
For CCOC1=C2CN(S(=O)(=O)c3ccc(C)cc3)[C@@H](c3ccccc3)C[C@H]2[C@H]2C(=O)N(c3ccccc3)C(=O)[C@H]2C1 the results were CASP6 VEID inh -1, PAX8 reporter -13, EWS-Fli inh 0, SIRT5 inh 1, LGR2 inh 10 and DENV2 CPE rescue inconclusive.
`C[C@@H]1CN([C@H](C)CO)C(=O)c2cc(NC(=O)C3CCCCC3)ccc2O[C@@H](C)CCCCO[C@H]1CN(C)S(=O)(=O)c1ccc(F)cc1` gave CASP6 VEID inh 0, PAX8 reporter 19, EWS-Fli inh 16, SIRT5 inh 8, LGR2 inh -7, ARNT-TACC3 inh -6 and DENV2 CPE rescue 0.
Screening OC[C@@H]1[C@@H](c2ccc(-c3ccccc3F)cc2)[C@H]2CN(Cc3ccncc3)CCCCN12 returned CASP6 VEID inh -7, PAX8 reporter 13, EWS-Fli inh 10, SIRT5 inh -1, LGR2 inh -2, ARNT-TACC3 inh 4 and DENV2 CPE rescue 16.
For CC1CC(C)CN(c2cc3c(cc2[N+](=O)[O-])C(=O)N(c2ccccc2)C3=O)C1 (configuration not stated) the results were CASP6 VEID inh 0, PAX8 reporter 13, EWS-Fli inh -1, SIRT5 inh 0, LGR2 inh -6, ARNT-TACC3 inh -9 and DENV2 CPE rescue -1.
`CCOCCCn1c(SCC(=O)Nc2cccc(OC)c2)nc2ccccc2c1=O` gave CASP6 VEID inh 0, PAX8 reporter 18, EWS-Fli inh -17, SIRT5 inh -20, LGR2 inh -15, ARNT-TACC3 inh 3 and DENV2 CPE rescue -2.
`CC1=C(C(=O)N(C)C)CC(CC(=O)NCCc2ccccn2)C(=O)N1Cc1ccc(C(C)(C)C)cc1` (configuration not stated) gave CASP6 VEID inh 0, PAX8 reporter -6, EWS-Fli inh -2, SIRT5 inh -1, LGR2 inh 2 and DENV2 CPE rescue -4.
O=C(COC(=O)c1ccc[nH]c1=O)NCC12CC3CC(CC(C3)C1)C2 was read as CASP6 VEID inh -1, PAX8 reporter -55, EWS-Fli inh -19, SIRT5 inh -1, LGR2 inh -3, ARNT-TACC3 inh 0 and DENV2 CPE rescue -2.
O=[N+]([O-])c1ccc(-c2nc(Nc3cccc(O)c3)c3ccccc3n2)cc1 was read as CASP6 VEID inh 0, PAX8 reporter -7, EWS-Fli inh 11, SIRT5 inh -2, LGR2 inh -4, ARNT-TACC3 inh 9 and DENV2 CPE rescue 2.
Screening Cc1cccc(C)c1N(CC(=O)N1CCN(c2ccccc2F)CC1)S(C)(=O)=O returned CASP6 VEID inh 1, PAX8 reporter 19, EWS-Fli inh -4, SIRT5 inh 5, LGR2 inh -4, ARNT-TACC3 inh -2 and DENV2 CPE rescue 0.
O=C(C[C@@H]1C[C@@H]2c3cc(NC(=O)C4CCOCC4)ccc3O[C@@H]2[C@@H](CO)O1)NCc1ccc(Oc2ccccc2)cc1 was read as CASP6 VEID inh -2, PAX8 reporter 28, EWS-Fli inh 35, SIRT5 inh 2, LGR2 inh 3, ARNT-TACC3 inh 5 and DENV2 CPE rescue -3.
`CCN(c1ccccc1)S(=O)(=O)c1ccc(Cl)c(NC(=O)CSc2nncs2)c1` gave PAX8 reporter -8, LGR2 inh 1 and ARNT-TACC3 inh -8.
c1ccc(-c2nc(NC3CCCC3)c3ccccc3n2)cc1 was read as CASP6 VEID inh -1, PAX8 reporter 13, EWS-Fli inh 29, SIRT5 inh 0, ARNT-TACC3 inh -3 and DENV2 CPE rescue 2.
Screening CCOC(=O)c1c(NC(C)=O)sc2c(OCCN(CC)CC)c(Br)ccc12 returned CASP6 VEID inh -10, PAX8 reporter -23, EWS-Fli inh 4, SIRT5 inh -6, LGR2 inh -15, ARNT-TACC3 inh 5 and DENV2 CPE rescue 1.
For CCCN(C)C[C@H]1Oc2ncc(-c3ccccc3)cc2C(=O)N([C@H](C)CO)C[C@H]1C the results were CASP6 VEID inh -1, PAX8 reporter 5, EWS-Fli inh -8, SIRT5 inh 0, LGR2 inh 9, ARNT-TACC3 inh -3 and DENV2 CPE rescue 1.
For N#CNC(=Nc1cccc(F)c1)SCc1cccc(F)c1 the results were CASP6 VEID inh 1, PAX8 reporter 9, EWS-Fli inh 1, SIRT5 inh -2, LGR2 inh 4, ARNT-TACC3 inh 8 and DENV2 CPE rescue -4.
`CC(=O)/C(N=Nc1cc2c(cc1[N+](=O)[O-])OCCO2)=C(\C)O` gave CASP6 VEID inh 0, PAX8 reporter -3, EWS-Fli inh 3, SIRT5 inh 0, LGR2 inh -20, ARNT-TACC3 inh -1 and DENV2 CPE rescue -4.
Screening Cc1c(Br)c([N+](=O)[O-])nn1CC(=O)NC1CCCCCC1 returned CASP6 VEID inh 2, PAX8 reporter 2, EWS-Fli inh -1, LGR2 inh -10 and DENV2 CPE rescue 5.
Screening Cc1ccccc1S(=O)(=O)N1CC[C@@H]2[C@H](CO)N(C)c3ccc(Br)cc3[C@@H]21 returned PAX8 reporter -3, EWS-Fli inh 5, LGR2 inh 26 and DENV2 CPE rescue -10.
`COCCN(C(=O)COC(=O)Cc1coc2cc(C)ccc12)c1c(N)n(Cc2ccccc2)c(=O)[nH]c1=O` gave CASP6 VEID inh 52*, PAX8 reporter -11, EWS-Fli inh 2, SIRT5 inh 1, LGR2 inh -16, ARNT-TACC3 inh 2 and DENV2 CPE rescue -2.
`Cc1cc(C(=O)OCC(=O)NCc2cccs2)c2ccccc2n1` gave CASP6 VEID inh 1, PAX8 reporter -13, EWS-Fli inh 5, SIRT5 inh 3, LGR2 inh 7, ARNT-TACC3 inh 20 and DENV2 CPE rescue 1.
Screening O=C(OCC(=O)N1CCN(c2ccccc2)CC1)c1cccc([N+](=O)[O-])c1 returned CASP6 VEID inh -4, PAX8 reporter -11, EWS-Fli inh 3, SIRT5 inh -3, LGR2 inh 13, ARNT-TACC3 inh -25 and DENV2 CPE rescue 1.
Screening COc1ccc(OC)c(CN2C(=O)c3ccccc3C2c2nnnn2Cc2ccccc2)c1 (configuration not stated) returned CASP6 VEID inh -1, PAX8 reporter 0, EWS-Fli inh -1, SIRT5 inh -1, LGR2 inh -3 and DENV2 CPE rescue -4.
For CCNc1ccc(S(=O)(=O)N(C)C)cc1NCC(=O)Nc1ccc(F)c(Cl)c1 the results were PAX8 reporter 0, LGR2 inh 9 and ARNT-TACC3 inh 1.
For COc1ccc(S(=O)(=O)Nc2ccc(N3CCOCC3)nc2)cc1 the results were CASP6 VEID inh -1, PAX8 reporter 5, EWS-Fli inh 7, SIRT5 inh -2, LGR2 inh 9, ARNT-TACC3 inh -1 and DENV2 CPE rescue -1.
`CCN(CC)C(=O)Cn1cc(S(=O)(=O)CC(=O)NCc2ccc(C)cc2)c2ccccc21` gave CASP6 VEID inh -2, PAX8 reporter 6, SIRT5 inh -1, LGR2 inh 8, ARNT-TACC3 inh 1 and DENV2 CPE rescue -9.
Screening CCC(=O)N1C[C@H](C)[C@H](OC)CN(C)C(=O)c2cc(NC(=O)NC(C)C)ccc2OC[C@@H]1C returned CASP6 VEID inh -3, EWS-Fli inh -4, SIRT5 inh -1, LGR2 inh -8, ARNT-TACC3 inh 2 and DENV2 CPE rescue -6.
For CCCNC(=O)N1CC2(CCN(S(=O)(=O)c3ccccc3)CC2)c2c(n(C)c3cc(OC)ccc23)[C@H]1CO the results were CASP6 VEID inh 0, PAX8 reporter 32, EWS-Fli inh -8, SIRT5 inh -2, LGR2 inh 15 and DENV2 CPE rescue 3.
COc1ccccc1NC(=O)Nc1nnc(Cc2ccc(F)cc2)s1 was read as CASP6 VEID inh -1, PAX8 reporter 25, EWS-Fli inh 2, SIRT5 inh -1, LGR2 inh 8, ARNT-TACC3 inh -7 and DENV2 CPE rescue 1.
`COc1ccc(/C(C)=N/NC(=O)CNC(=O)c2ccco2)cc1` gave CASP6 VEID inh -2, PAX8 reporter 8, EWS-Fli inh -5, SIRT5 inh -2, LGR2 inh 2, ARNT-TACC3 inh -1 and DENV2 CPE rescue 11.
For OC1(c2ccccc2)c2ccccc2-c2ncccc21 (configuration not stated) the results were CASP6 VEID inh 2, PAX8 reporter 17, EWS-Fli inh 9, SIRT5 inh 0, LGR2 inh 7, ARNT-TACC3 inh 1 and DENV2 CPE rescue 3.
`S=c1nc(C2CC2)n(-c2ccccc2)[nH]1` gave CASP6 VEID inh 4, PAX8 reporter 5, EWS-Fli inh 1, SIRT5 inh -2, LGR2 inh 2, ARNT-TACC3 inh -35 and DENV2 CPE rescue 2.
Screening CS(=O)(=O)n1nc(C(=O)N2CCOCC2)nc1N returned PAX8 reporter 6, LGR2 inh -3 and ARNT-TACC3 inh -20.
O=C(CSCc1ccc(Cl)cc1Cl)Nc1ccccc1C(=O)Nc1ccc(C(=O)O)cc1 was read as CASP6 VEID inh 8, PAX8 reporter 23, EWS-Fli inh 8, SIRT5 inh -1, LGR2 inh -6, ARNT-TACC3 inh -3 and DENV2 CPE rescue -3.
Screening CCc1nc(SCC(=O)c2ccccc2)c2c(=O)n(C)c(=O)n(C)c2n1 returned CASP6 VEID inh -3, PAX8 reporter -6, EWS-Fli inh -18, SIRT5 inh -3, LGR2 inh 5, ARNT-TACC3 inh -16 and DENV2 CPE rescue 3.
For C[C@H]1CN([C@@H](C)CO)C(=O)c2cc(-c3cccnc3)cnc2O[C@@H]1CN(C)C(=O)Nc1ccc(F)cc1 the results were CASP6 VEID inh 1, PAX8 reporter -5, EWS-Fli inh 4, SIRT5 inh 8, LGR2 inh 17, ARNT-TACC3 inh -1 and DENV2 CPE rescue 9.
Cc1cc(C(=O)N2CCCC(C(=O)c3cccc4ccccc34)C2)nc(C)n1 (configuration not stated) was read as CASP6 VEID inh -1, PAX8 reporter -4, EWS-Fli inh -27, SIRT5 inh 0, LGR2 inh -42, ARNT-TACC3 inh 0 and DENV2 CPE rescue 0.
For N#C[C@@H]1[C@@H](c2ccccc2-c2cccc(F)c2)[C@H](CO)N1C(=O)C1CCCC1 the results were CASP6 VEID inh -1, EWS-Fli inh -2, SIRT5 inh -2, LGR2 inh -2 and DENV2 CPE rescue 10.
Screening C[C@H](CO)N1C[C@H](C)[C@@H](CN(C)C(=O)C2CC2)Oc2cc(C#Cc3ccncc3)ccc2S1(=O)=O returned CASP6 VEID inh -3, EWS-Fli inh 10, SIRT5 inh 4, LGR2 inh 16, ARNT-TACC3 inh 2 and DENV2 CPE rescue 8.
